GSIS activator = primary screen for activators of insulin secretion dependent on glucose, INS-1E cells, GLuc reporter luminescence | INS-1E GLuc reporter insulin secretion, 2-3 h | activation, % at 16.6 µM | 370,000 compounds, 0.61% hits;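 active means lowest replicate activation of at least 40%, so every replicate reaches that level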;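 further: 0% = median of neutral control wells and 100% = median of IBMX positive control wells; some compounds called inactive have numbers as strong as hits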
RAD54 inh = blocks human RAD54 Holliday junction branch migration; 360,000 compounds, 0.14% hits; inhibition, % at 10.4 µM; FAM/BHQ fluorescence; AID 602329; Q92698;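 active means mean normalized replicate activity at least 40 and at least half of replicates scoring 40 or more; inconclusive means only one of the two criteria met; inactive means mean below 40 and under half of replicates reaching 40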;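 further: 0% = median of neutral control wells and 100% = median of positive control wells; inhibitors cause a drop in the FAM fluorescence signal; in these data hits start at about 50%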
E-sel inducer = induces E-selectin expression in human endothelial cells | HUVEC E-selectin immunofluorescence imaging; normalized: neutral wells 0, TNF-alpha wells 100 | activation, % at 7.58 µM | 260,000 compounds, 0.37% hits | AID 686992;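 active means mean E-selectin-positive cell signal at least 10% of the positive control, reached in at least 60% of replicates, without over 20% cell loss; inconclusive means no rule given, readout overlaps actives, possibly toxicity-flagged; inactive means the rest, including those meeting only one limit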;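 further: in these data hits start at about 27%; measured in HUVEC primary endothelial cells; signal is the percent of cells scored E-selectin positive by PE staining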
Target sequence (P16581 whole entry, looked up): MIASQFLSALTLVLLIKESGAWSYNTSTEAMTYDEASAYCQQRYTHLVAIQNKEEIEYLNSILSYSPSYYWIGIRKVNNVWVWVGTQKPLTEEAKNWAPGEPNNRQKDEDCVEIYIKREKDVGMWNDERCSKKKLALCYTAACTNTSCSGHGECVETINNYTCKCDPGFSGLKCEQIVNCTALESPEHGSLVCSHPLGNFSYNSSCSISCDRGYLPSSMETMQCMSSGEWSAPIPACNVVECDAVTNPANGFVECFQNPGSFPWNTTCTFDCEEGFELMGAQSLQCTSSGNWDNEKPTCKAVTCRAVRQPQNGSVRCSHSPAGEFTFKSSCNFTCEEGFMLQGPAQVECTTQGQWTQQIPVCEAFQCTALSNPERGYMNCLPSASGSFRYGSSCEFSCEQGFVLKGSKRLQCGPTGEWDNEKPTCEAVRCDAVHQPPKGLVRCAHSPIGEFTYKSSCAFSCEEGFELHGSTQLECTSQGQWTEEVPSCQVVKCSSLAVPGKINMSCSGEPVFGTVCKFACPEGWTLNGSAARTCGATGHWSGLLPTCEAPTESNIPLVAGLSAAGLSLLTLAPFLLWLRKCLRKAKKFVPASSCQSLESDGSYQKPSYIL
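Test system: HUVEC; input: 3,000 HUVEC/well; measured by: immunofluorescence imaging; read-out: % PE-positive cells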
CASP6 VEID inh = inhibitors of human caspase-6 | P55212 | purified caspase-6, Z-VEID-R110 cleavage fluorescence | inhibition, % at 12.5 µM | 350,000 compounds, 0.53% hits;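 active means mean inhibition across replicates at least about 35%, with every replicate also reaching that limit, limit read from the data; inconclusive means only one of the two criteria met; inactive means neither criterion met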;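 further: 0% = median of neutral control wells and 100% = no fluorescence left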
F508del corr = CFTR F508del correction in bronchial cells. CFBE cells, YFP halide quenching; stimulated with forskolin plus potentiator P3; % fluorescence drop versus neutral controls. activity (quench increase), % at 7.58 µM. 350,000 compounds, 0.36% hits. AID 720511;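 active means mean added fluorescence quench of at least 8% versus neutral control, with both replicates also reaching 8%; inconclusive means only one of the mean or replicate conditions met; inactive means mean below 8% and not both replicates reaching 8%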;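 further: cells transiently co-express mutant CFTR-F508del with the halide-sensitive YFP; corrector assay measuring rescue of mutant channel to the surface after 24 h compound exposure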
DENV2 CPE = protects cells from dengue virus 2 cytopathic effect; 350,000 compounds, 1.7% hits; CPE inhibition, % at 9.99 µM; DENV2-infected cells, cytopathic effect rescue, plate reader; in the data active means CPE inhibition above about 20%, passing the limit was not always enough; inconclusive means no clear call, values can overlap the other calls; tested in BHK-21 cells;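 further: 0% = median of neutral control wells and 100% = median of positive control wells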
RAD52 anneal inh = blocks human RAD52 DNA annealing | P43351 | recombinant RAD52 DNA annealing, FRET fluorescence | inhibition, % at 18.7 µM | 360,000 compounds, 0.46% hits;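 active means every replicate showing at least 50% inhibition; inconclusive means mean inhibition at least 50% but not in every replicate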
Target sequence (P43351 whole entry, looked up): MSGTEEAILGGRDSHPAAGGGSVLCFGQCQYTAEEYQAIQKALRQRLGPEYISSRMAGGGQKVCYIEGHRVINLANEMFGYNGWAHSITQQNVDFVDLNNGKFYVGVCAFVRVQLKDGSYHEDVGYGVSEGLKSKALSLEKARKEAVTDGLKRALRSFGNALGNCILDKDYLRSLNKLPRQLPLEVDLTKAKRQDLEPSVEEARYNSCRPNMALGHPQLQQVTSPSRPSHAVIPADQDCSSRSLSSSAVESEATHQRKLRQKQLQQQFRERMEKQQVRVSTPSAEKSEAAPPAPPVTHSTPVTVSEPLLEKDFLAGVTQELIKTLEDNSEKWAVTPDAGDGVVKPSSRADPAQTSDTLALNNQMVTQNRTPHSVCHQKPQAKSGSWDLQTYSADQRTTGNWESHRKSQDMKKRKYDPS
XiGFP reactiv = X-chromosome reactivation activator | activation, % at 7.58 µM | 360,000 compounds, 0.055% hits | XiGFP mouse fibroblasts, % GFP-positive cells imaging, 3 d; cells co-treated with 5-aza-dC sensitizer; scaled so ellipticine positive control = 100% | AID 743238;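 active means mean normalized replicate activation at least 10% and every replicate at or above 10%; inconclusive means only one of the two criteria met; inactive means mean below 10% and not all replicates reach 10%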;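 further: 0% = median of on-plate neutral control wells and 100% = ellipticine 6 µM median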
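Assay system – SV40-immortalized XiGFP fibroblast cells, line 68-5-11 · Buffer or medium – DMEM supplemented with 5-aza-dC as sensitizing agent · Dosing – one concentration, pinned · Benchmarks – positive control ellipticine, 6 µM final · Times – 3 days compound exposure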
Numbers without * were called inactive; i = inactive; ? = inconclusive; nt = not tested or not shown; & = joins results of further samples.

The first 7 compounds, to show the layout:
SMILES	GSIS activator	RAD54 inh	E-sel inducer	CASP6 VEID inh	F508del corr	DENV2 CPE	RAD52 anneal inh	XiGFP reactiv
CC(=O)NCCc1nc2ccccc2[nH]1	1	-6	0.0	-4	0.8	0	-6	-0.2
COC(=O)Cc1c(O)ccn(Cc2ccc(Cl)c(Cl)c2)c1=O	4	nt	0.2	-3	14*	5	-2	-0.1
Cc1ccccc1-c1ccc([C@H]2[C@H](CO)N3CCCCN(S(=O)(=O)c4cn(C)cn4)C[C@@H]23)cc1	-6	7	-0.2	-3	-3.2	-3	-14	0.1
Cc1[nH]n(C)c(=O)c1N=Nc1ccc(S(C)(=O)=O)cc1	4	-9	nt	0	-0.1	1	-7	0.0
CN(CCCCN1CCOCC1)Cc1nc(-c2ccc3c(c2)OCO3)no1	31	-8	nt	-2	-1.4	-1	-23	-0.1
CC=Cc1ccc2n(c1=O)C[C@@H]1[C@@H](CO)[C@H](C(=O)NCc3ccccn3)N(CCC)[C@H]21 (mixture of isomers)	16	nt	0.2	1	2.8	5	-112	-0.1
CCCN1C(=O)c2ccccc2NC1c1ccc(Br)cc1 (configuration not stated)	-21	2	0.0	-1	0.0	6	-16	0.0

Results, from the first entry:
SMILES	GSIS activator	RAD54 inh	E-sel inducer	CASP6 VEID inh	F508del corr	DENV2 CPE	RAD52 anneal inh	XiGFP reactiv
CC(=O)NCCc1nc2ccccc2[nH]1	1	-6	0.0	-4	0.8	0	-6	-0.2
COC(=O)Cc1c(O)ccn(Cc2ccc(Cl)c(Cl)c2)c1=O	4	nt	0.2	-3	14*	5	-2	-0.1
Cc1ccccc1-c1ccc([C@H]2[C@H](CO)N3CCCCN(S(=O)(=O)c4cn(C)cn4)C[C@@H]23)cc1	-6	7	-0.2	-3	-3.2	-3	-14	0.1
Cc1[nH]n(C)c(=O)c1N=Nc1ccc(S(C)(=O)=O)cc1	4	-9	nt	0	-0.1	1	-7	0.0
CN(CCCCN1CCOCC1)Cc1nc(-c2ccc3c(c2)OCO3)no1	31	-8	nt	-2	-1.4	-1	-23	-0.1
CC=Cc1ccc2n(c1=O)C[C@@H]1[C@@H](CO)[C@H](C(=O)NCc3ccccn3)N(CCC)[C@H]21 (mixture of isomers)	16	nt	0.2	1	2.8	5	-112	-0.1
CCCN1C(=O)c2ccccc2NC1c1ccc(Br)cc1 (configuration not stated)	-21	2	0.0	-1	0.0	6	-16	0.0
CC1(C)C(=O)Nc2ccccc2N1C(=O)CSc1ncccn1	5	nt	2.8	3	-2.1	-1	-11	0.3
Cc1ccc(C(=O)NC(C)C(c2cccs2)N2CCCC2)s1 (configuration not stated)	-1	nt	nt	-5	-0.8	nt	-17	0.9
Cc1c(Cl)cccc1S(=O)(=O)N1CCC(C(=O)NNC(=O)C2CC2)CC1	9	nt	nt	-2	2.3	-7	-14	0.0
Cc1noc(C)c1NC(=O)N(C)C[C@@H]1Oc2cc(C#CCC3CCCC3)ccc2S(=O)(=O)N([C@@H](C)CO)C[C@@H]1C	-15	-2	0.4	-3	6.2	1	21	-1.4
O=C(C[C@@H]1C=C[C@H](NC(=O)Nc2ccc(C(F)(F)F)cc2)[C@H](CO)O1)NCCN1CCCC1	4	1	-0.3	1	-2.9	7	3	0.0
Nc1c(-c2ccccc2)cnn1-c1ccccc1	1	-8	2.7	-2	-2.4	-6	-15	0.2
CC(=O)Nc1ccc(Nc2nc(C)c([N+](=O)[O-])c(N(C)c3ccccc3)n2)cc1	9	nt	4.3	1	-2.5	7	-4	0.4
O=c1[nH]c2c(c(=O)[nH]1)CCC2	4	-4	-1.6	11	-1.9	-7	1	0.2
COc1cc(NC(=O)c2ccc(C)cc2C)ccc1NC(=O)c1cc2ccccc2o1	14	-20	nt	-2	-2.0	3	-14	0.0
C[C@@H]1COc2cccc(NCCO)c2S(=O)(=O)N1	21	nt	0.4	-4	1.7	-2	0	?
Cc1cc(C)nc(CCNC(=O)c2cc(COc3ccc(F)cc3Cl)on2)n1	5	-1	3.1	-6	-1.1	0	-11	0.1
Cc1ccc(S(=O)(=O)NN=Cc2ccccc2Cl)cc1	-21	-1	1.4	-1	0.1	3	-12	0.2
O=C(NNC1CCN(Cc2ccccc2)CC1)c1ccccc1	44*	-19	-0.2	3	4.9	-4	-6	0.3
Cc1ccc(NC(=S)N2CCC(C(N)=O)(N3CCCCC3)CC2)c(C)c1	-4	12	-1.1	6	1.9	5	-16	0.2
O=C(C[C@@H]1CC[C@H](NC(=O)c2ccc3c(c2)OCO3)[C@@H](CO)O1)NCc1ccc(Cl)cc1	15	-8	0.1	-1	0.8	4	4	0.1
COc1ccccc1NS(=O)(=O)c1ccc2c(c1)CCN2C(=O)CCC(=O)O	nt	4	?	4	0.7	2	-14	0.2
CN(CC(=O)Nc1ccccc1Br)C(=O)COc1ccc2ccccc2c1	-11	9	0.7	4	0.9	-3	-15	-0.1
CC(C)c1ccc(NC(=O)CCNS(=O)(=O)c2ccc3[nH]c(=O)oc3c2)cc1	6	-4	nt	7	0.4	-4	-17	0.0
COc1ccc(OC)c2sc(N(CCCN(C)C)C(=O)CCS(=O)(=O)c3ccccc3)nc12	31	38	-1.4	0	-6.1	7	39	-0.1
CC(OC(=O)/C=C/c1ccccc1)C(=O)N1CCc2ccccc21 (configuration not stated)	6	8	?	5	-0.9	-1	-13	-0.1
Cc1ccc(S(=O)(=O)Nc2ccc3c(c2)C(=O)N([C@H](C)CO)C[C@@H](C)[C@H](CN(C)Cc2ccncc2)OCCCC[C@@H](C)O3)cc1	-12	5	nt	-1	-0.1	-4	8	0.0
CCCCN(C)S(=O)(=O)c1ccc(C(=O)Nc2nnc(C3=COCCO3)o2)cc1	32	nt	nt	25	1.6	-3	-26	0.1
CCSc1nnc(CSc2ncccn2)n1C	12	nt	7.7	1	-4.1	1	-9	-0.1
Cc1cc(C)c(S(=O)(=O)N2CCCC2=O)c(C)c1N(C)S(C)(=O)=O	15	1	1.9	-1	1.3	-3	-16	0.0
CCN1C(=O)C(C)C=C(C)C=C1C (configuration not stated)	2	0	1.2	1	1.3	8	-5	0.4
Cc1ccccc1S(=O)(=O)N1[C@@H]2CNC[C@H]1C2c1ccc(-c2ccncc2)cc1 (some centres not stated)	-15&-12	nt	-0.2&0.0	-2&-1	-1.8&-1.5	2&0	28&27	0.1&0.0
N#C[C@H]1[C@H](c2ccccc2C2=CCCC2)[C@H](CO)N1C(=O)NC1CCCC1	0	nt	0.1	3	0.3	1	6	0.0
CCCNC(=O)N(C)C[C@@H]1Oc2ncc(-c3ccccc3F)cc2C(=O)N([C@@H](C)CO)C[C@@H]1C	9	nt	-0.1	nt	1.0	nt	nt	0.3
CC(C)c1ccc(N(C(=O)c2csnn2)C(C(=O)NC2CCCC2)c2cccnc2)cc1 (configuration not stated)	-6	5	-0.1	0	2.2	-2	6	-0.1
Cc1nc2ccc(C(=O)Nc3cccc(OCC(=O)N(C)C)c3)cn2c1N(C)CC1CCCCC1	-22	-4	0.0	-2	0.2	13	-30	0.3
O=C(OCC(=O)N1CCN(c2ccccc2)CC1)c1cnc(Cl)c(Cl)c1	-6	nt	-0.1	0	2.6	-1	-11	0.0
CC(C)C[C@H](NC(=O)c1[nH]cnc1C(=O)Nc1ccccc1F)C(=O)OC(C)(C)C	-15	-8	0.0	0	3.6	-1	-16	-0.1
CC1CCc2cc(F)ccc2N1C(=O)c1cccs1 (configuration not stated)	10	6	nt	1	1.0	3	-8	0.5
CCc1cnc(N2[C@H](CO)[C@@H](c3ccc(C#Cc4ccccc4F)cc3)[C@@H]2C#N)s1	8	-4	-0.2	0	5.9	-13	-60	-0.1
CSc1ccccc1C(=O)Nc1c(C)cccc1C	15	2	1.0	-6	-1.6	-5	-9	0.0
Oc1ccccc1C1NN=C(c2ccccc2)S1 (configuration not stated)	20	-1	-0.2	1	-1.9	0	-9	0.1
C=CCN1C(=O)C2C3CC(=O)C(c4ccccc43)C2C1=O (configuration not stated)	20	nt	nt	-5	5.2	6	0	0.0
COc1cccc(C(=O)NC(c2ccccc2)C2CCCC2)c1 (configuration not stated)	-9	nt	nt	3	-4.9	-1	-12	0.0
O=C(O)c1ccc(CSCc2ccccc2Cl)o1	13	1	-0.1	-6	-1.9	?	-22	0.1
CCC(=O)N(C)C[C@H]1Oc2ncc(C#CC(C)(C)O)cc2C(=O)N([C@H](C)CO)C[C@H]1C	8	2	0.5	-1	-4.0	-4	-3	-0.1
COc1ccc(Nc2nc(C(=O)N3CCc4cc(OC)c(OC)cc4C3)cs2)cc1	5	nt	0.0	0	1.8	-5	-36	0.0
COc1ccccc1C1c2[nH]c3ccccc3c2CCN1Cc1ccc(NC(C)=O)s1 (configuration not stated)	-16	0	-0.1	0	-3.2	-2	-10	-0.3
Cc1ccc(Cn2c(SC(C)C(N)=O)nc3ccccc3c2=O)cc1 (configuration not stated)	-7	nt	nt	-2	-4.3	0	1	0.1
Cc1ccc(CC(=O)CCc2ccccc2)cc1	-5	1	1.5	0	-1.6	nt	-14	0.1
CN(C)c1ccc(C(CNS(=O)(=O)c2ccc([N+](=O)[O-])cc2)N2CCCC2)cc1 (configuration not stated)	-9	13	-0.7	-2	-1.0	3	-6	0.3
O=C(OCc1csc(-c2ccccc2)n1)C1=NN(c2ccccc2)C(=O)CC1	-15	-6	-0.1	-2	2.8	-1	-23	0.1
COc1ccc(CC(N)c2csc(Nc3nc(C)cnc3C)n2)cc1 (configuration not stated)	nt	1	0.2	-1	0.3	2	-26	0.1
C/C(=N/NC(=O)c1ccccc1)C1=C(O)CC(C)(C)CC1=O	-1	nt	-0.8	30	nt	12	-5	0.1
Cc1ccc(C)c(NS(=O)(=O)c2ccc(OCC(=O)NCc3cccnc3)cc2)c1	-5	nt	nt	0	nt	-1	6	-0.2
COc1ccc(CN2CCNC(=O)C2CC(=O)N2CCCN(C(C)=O)CC2)cc1OC (configuration not stated)	7	-7	nt	4	-0.1	6	-25	0.0
CC(=O)Nc1sc(C)c(C)c1C(=O)OCC(=O)N(Cc1ccccc1)C(C)C	25	-11	0.1	2	-1.2	-1	-11	0.4
Cc1nn(C)c(C)c1N1C(=O)c2cccc3c(N)ccc(c23)C1=O	-2	i	2.8	nt	nt	nt	nt	0.5
CCOC(=O)CC(NC(=O)C1c2ccccc2Oc2ccccc21)c1ccc(C)cc1 (configuration not stated)	-5	-2	2.7	nt	nt	nt	nt	0.2
N#Cc1cccc(-c2ccc3c(c2)[C@@H]2[C@@H](CCN2Cc2cncnc2)[C@@H](CO)N3)c1	7	3	-0.3	nt	2.3	-11	nt	0.1
COc1cccc(S(=O)(=O)N2[C@@H]3CNC[C@H]2C3c2ccc(-c3ccccc3C)cc2)c1 (some centres not stated)	-25&1	nt	-0.1&0.1	-2&-2	-2.8&-0.6	4&5	-118&-86	0.0&0.0

Screens deposited in PubChem by Broad Institute.
